# Compound activity from PubChem BioAssay.
# yeast sgs1 mgt1: NCI yeast anticancer drug screen, S. cerevisiae sgs1 mgt1 strain; % growth inhibition at 50 µM; actives 10% (n = 78,000); AID 161, 2004;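 note: 0% = growth of vehicle-only cultures of the same strain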
#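 Inhibition of yeast growth, normalised to vehicle-treated controls, is reported for a strain bearing genetic alterations in DNA damage repair.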
# yeast mlh1 rad18: NCI yeast anticancer drug screen, S. cerevisiae mlh1 rad18 strain; % growth inhibition at 50 µM; actives 11% (n = 79,000);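 note: 0% = growth of vehicle-only cultures of the same strain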
#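 In this whole-cell yeast screen, a strain with altered DNA damage repair is challenged with compound, and its growth is measured against matched vehicle-treated controls.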
# bub3: NCI yeast anticancer drug screen, S. cerevisiae bub3 mutant strain | actives 9.9% (n = 78,000) | AID 167, 2004 | % growth inhibition at 50 µM;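 note: 0% = growth of vehicle-only cultures of the same strain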
#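 Mutant yeast screening strain plus compound; vehicle-treated cultures serve as the 0% inhibition reference.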
# yeast cln2 rad14: NCI yeast anticancer drug screen, S. cerevisiae cln2 rad14 strain | % growth inhibition at 50 µM | actives 8.3% (n = 78,000) | AID 165, 2004;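 note: 0% = growth of vehicle-only cultures of the same strain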
#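 The screen exposed genetically defined yeast (cln2 rad14) to test compounds and scored growth inhibition relative to vehicle-treated controls.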
# rad50: NCI yeast anticancer drug screen, S. cerevisiae rad50 strain | AID 155, 2004 | % growth inhibition at 50 µM | actives 10% (n = 79,000);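 note: 0% = growth of vehicle-only cultures of the same strain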
#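 A DNA repair-deficient yeast mutant serves as the test organism; compound-induced growth inhibition is calculated against vehicle-treated cells.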
# yeast mec2-1: NCI yeast anticancer drug screen, S. cerevisiae mec2-1 strain; actives 9% (n = 79,000); % growth inhibition at 50 µM;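 note: 0% = growth of vehicle-only cultures of the same strain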
#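 Strain: mec2-1 (DNA repair/cell cycle alteration). Compound exposure, then growth measured; inhibition expressed relative to vehicle.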
# The depositor's hits bear a star. Cut-off read from the data, not from the text of the source: active = growth inhibition above about 70%; inactive = the rest.
# Each structure is followed by: yeast sgs1 mgt1	yeast mlh1 rad18	bub3	yeast cln2 rad14	rad50	yeast mec2-1
> Cc1cc(=O)oc2c(C(=O)/C=C/N(C)C)c(O)ccc12
  8	8	10	0	-30	4
> CC(=O)NC(Cc1ccccc1C)C(=O)O (configuration not stated)
  -3	-3	14	-12	5	12
> O=C1Nc2cc3c(cc2C(=O)N2C/C(=N/O)CC12)OCO3 (configuration not stated)
  13	3	-9	-27	-11	-8
> C/C=C/CC(S(=O)(=O)c1ccccc1)S(=O)(=O)c1ccccc1
  -12	-41	-20	5	-24	-18
> CC(C)(C)c1ccc(S(N)(=O)=O)cc1
  9	25	1	-23	36	-14
> CN/C=C(/c1ccc(OC)cc1)C(O)c1ccc(OC)c(OC)c1 (configuration not stated)
  -38	-20	-11	3	-18	-16
> CCCCN(CCCC)CC(O)c1cc(-c2ccc(Cl)cc2)nc2c(Cl)cccc12 (configuration not stated)
  99*	99*	99*	98*	99*	99*
> CN(C)CC1CCC/C1=N/OC(=O)c1ccccc1 (configuration not stated)
  -20	17	-6	-18	7	-7
> CC(C)=CCOc1cc(NC(=S)c2ccoc2C)ccc1Cl
  -30	-52	-14	-21	-55	-30
> CC1CN(C(=O)c2ccccc2)c2cc(Br)ccc21 (configuration not stated)
  -8	14	13	7	-9	-6
> CC(=O)Nc1ccc(/C=N/NC(N)=O)cc1
  20	9	-1	9	16	12
> N/N=C(\N)c1ccc2ccc3cccnc3c2n1
  57	53	41	46	74*	42
> O=C(CC(NC(=O)C(F)(F)F)C(=O)O)OCc1ccccc1 (configuration not stated)
  -2	4	-15	-28	-36	-24
> O=C(C(=O)c1cc(-c2ccccc2)nc2ccc3ccccc3c12)c1ccccc1
  -1	14	30	14	-24	-6
> Cn1c(=O)c2cnn(C)c2n(C)c1=O
  -3	3	13	-11	5	-3
> O=[N+]([O-])c1ccc(C(O)C(c2ccccc2)S(=O)(=O)N2CCCCC2)cc1 (configuration not stated)
  17	25	0	-32	41	-3
> COc1ccc(-c2cc3[nH]nc(N)c3c(=O)o2)cc1
  7	18	0	-36	-14	-1
> CNC(=O)Nc1c(C)cccc1C
  0	4	0	-26	0	6
> Clc1ccc(CNc2ccc(Cl)c(Cl)c2)cc1
  98*	97*	97*	98*	98*	98*
> CC(C)(CCCOc1ccccc1)NC(=O)c1ccccc1
  -4	6	15	16	17	-1

# Entries shown so far with a halogen:
# Each structure is followed by: yeast sgs1 mgt1	yeast mlh1 rad18	bub3	yeast cln2 rad14	rad50	yeast mec2-1
> CCCCN(CCCC)CC(O)c1cc(-c2ccc(Cl)cc2)nc2c(Cl)cccc12 (configuration not stated)
  99*	99*	99*	98*	99*	99*
> CC(C)=CCOc1cc(NC(=S)c2ccoc2C)ccc1Cl
  -30	-52	-14	-21	-55	-30
> CC1CN(C(=O)c2ccccc2)c2cc(Br)ccc21 (configuration not stated)
  -8	14	13	7	-9	-6
> O=C(CC(NC(=O)C(F)(F)F)C(=O)O)OCc1ccccc1 (configuration not stated)
  -2	4	-15	-28	-36	-24
> Clc1ccc(CNc2ccc(Cl)c(Cl)c2)cc1
  98*	97*	97*	98*	98*	98*

# Additional results:
# Each structure is followed by: yeast sgs1 mgt1	yeast mlh1 rad18	bub3	yeast cln2 rad14	rad50	yeast mec2-1
> OC(NN=C1CCCC1)(C(F)(F)Cl)C(F)(F)Cl
  -4	9	-14	-25	-13	-20
> CC(=O)Nc1cccc2ccccc12
  50	24	-2	21	30	18
> Cc1cn(C2CC3OP(=O)(OCc4ccccc4)OCC3O2)c(=O)[nH]c1=O (configuration not stated)
  16	4	8	7	5	7
> COc1ccc(N=Nc2c(-c3ccccc3)nn(C(=O)CC(=O)Nc3ccccc3Cl)c2-c2ccccc2)cc1
  -10	-2	38	9	25	3
> COc1ccc(/C=C2/CSC/C(=C/c3ccc(OC)c(OC)c3)C2=O)cc1OC
  7	-1	10	-41	-16	12
> CN1CCN(S(=O)(=O)C(c2ccccc2)C2(O)CCCCC2)CC1 (configuration not stated)
  9	12	-8	-6	-1	10
> N[C@@H]1c2c(Br)sc(Br)c2C(=O)[C@H]1Br
  6	-17	-7	6	-5	-3
> O=c1ccocc1CN1CCCCC1
  -13	-11	1	-34	-12	-16
> COC(=O)C1=CO[C@@H](C)[C@@H]2Cn3ccc4c5ccccc5nc-4c3C[C@H]12
  14	1	-4	4	2	-17
> O=C(Nc1ccccc1)C12CCC(CC1Br)C2 (configuration not stated)
  -10	14	2	8	5	-9
> CN(C)CCC(=O)/C=C/c1ccccc1
  76*	63	61	38	53	38
> Cc1cccc[n+]1NC([O-])=Nc1ccccc1
  5	7	-9	44	8	13
> CCCCOc1c(Cl)c(Cl)cc(Cl)c1Cl
  -4	-17	2	2	-10	-16
> CCCCCCSC(=O)NC(C)=O
  1	0	-19	-86	-10	-1
> O=C(O)c1ccccc1C(=O)OCC1CCCc2ccccc21 (configuration not stated)
  42	46	44	-100	12	46
> O=C(CC(=O)C(=O)CC(=O)OCc1ccccc1)OCc1ccccc1
  0	3	-21	12	15	-20
> CCCCCC(=O)OCc1ccc(Cl)cc1
  1	-18	-13	-23	-19	-16
> CCNc1cccc(C)c1
  -16	23	13	-34	29	-11
> CN=C(NC(C=O)C(O)C(O)C(O)CO)c1ccc(NC(=O)c2ccc(C(=O)Nc3ccc(C(=NC)NC(C=O)C(O)C(O)C(O)CO)cc3)cc2)cc1 (configuration not stated)
  9	40	2	-12	4	19
> COC(=O)N/N=C/c1ccc(Cl)cc1Cl
  -5	-12	-6	-96	-8	-6

# Whole records as entered above.
# CN=C(NC(C=O)C(O)C(O)C(O)CO)c1ccc(NC(=O)c2ccc(C(=O)Nc3ccc(C(=NC)NC(C=O)C(O)C(O)C(O)CO)cc3)cc2)cc1 (configuration not stated) is listed as yeast sgs1 mgt1 = 9; yeast mlh1 rad18 = 40; bub3 = 2; yeast cln2 rad14 = -12; rad50 = 4; yeast mec2-1 = 19
# CCCCCCSC(=O)NC(C)=O is listed as yeast sgs1 mgt1 = 1; yeast mlh1 rad18 = 0; bub3 = -19; yeast cln2 rad14 = -86; rad50 = -10; yeast mec2-1 = -1

# More entries follow:
# Each structure is followed by: yeast sgs1 mgt1	yeast mlh1 rad18	bub3	yeast cln2 rad14	rad50	yeast mec2-1
> CCCOC(=O)Nc1cccc2ccccc12
  12	-17	-22	-62	1	-9
> O=c1nc(NO)cnn1C1OC(CO)C(O)C1O (configuration not stated)
  16	12	-12	-26	14	0
> N#Cc1ccccc1/C=N/O
  -9	-14	-18	1	0	-7
> COC(=O)C1CCc2c(OC)ccc(OC)c2C1=O (configuration not stated)
  -4	-8	-2	20	-3	-5
> CCCCC(C#N)C(=O)NC(N)=O (configuration not stated)
  -8	-7	5	0	-7	3
> COc1ccc2c(c1)OC(c1ccccc1O)CC2=O (configuration not stated)
  72*	36	56	21	56	24
> COc1cc2c(cc1O)Cc1c-2[n+](C)cc2cc(OC)c(OC)cc12
  -5	-35	5	-1	20	-17
> CCCCCCCC/C=C\CCCCCCCC(=O)N(CCOC(=O)CCC(=O)OCCN(C(=O)CCCCCCC/C=C\CCCCCCCC)C1CCCCC1)C1CCCCC1
  -17	17	-4	-3	-5	-9
> CCc1n[nH]c(=O)n1NC(=O)/C=C\C(=O)O
  -24	-26	-11	-18	-12	-16
> O=C1OI(=O)(O)c2ccccc21 (configuration not stated)
  -8	2	5	-37	-4	-6
> NC(=O)C(CO)NC(=O)c1cccnc1 (configuration not stated)
  19	7	10	-9	0	18
> Cn1cc2c(c1-c1ccccc1)[n+](=O)c1ccccc1n2[O-]
  26	38	16	-6	23	2
> Cc1nc2scc(C)c2c(=S)[nH]1
  7	-2	-12	-39	-1	2
> COc1nc(NC2OCC(OC(C)=O)C(OC(C)=O)C2OC(C)=O)c(-c2csc(N)n2)c(=O)n1C (configuration not stated)
  -15	7	-2	14	-2	-22
> CCC/C=C(/CC)C(=O)OC(=O)/C(=C/CCC)CC
  14	14	32	-7	24	2
> CCOC(C#CC(=O)C(C)C)OCC
  1	19	27	2	-17	3
> COc1ccc(-c2c(C#N)c(S)n(NS(=O)(=O)c3ccccc3)c(=O)c2C#N)cc1
  44	58	34	-2	17	57
> COc1ccc2nc(C(=O)c3ccccc3)c(C)cc2c1
  -11	-13	-11	2	8	-28
> COc1cc(CNc2cnc3cc(N)ccc3n2)cc(OC)c1OC
  -66	-31	-22	-18	-32	-27
> NNC(=O)CC(=O)N(C(=O)/C=C/c1ccccc1)c1ccc(Cl)cc1
  15	19	-14	24	-12	-17

# Structural class: the compounds so far with two or more sulfur atoms.
# Each structure is followed by: yeast sgs1 mgt1	yeast mlh1 rad18	bub3	yeast cln2 rad14	rad50	yeast mec2-1
> C/C=C/CC(S(=O)(=O)c1ccccc1)S(=O)(=O)c1ccccc1
  -12	-41	-20	5	-24	-18
> Cc1nc2scc(C)c2c(=S)[nH]1
  7	-2	-12	-39	-1	2
> COc1ccc(-c2c(C#N)c(S)n(NS(=O)(=O)c3ccccc3)c(=O)c2C#N)cc1
  44	58	34	-2	17	57

# (further entries)
# Each structure is followed by: yeast sgs1 mgt1	yeast mlh1 rad18	bub3	yeast cln2 rad14	rad50	yeast mec2-1
> CN(C)[C@H]1CC[C@H]2[C@@H]3CCC4C[C@@H](NC(=O)NC(Cc5ccccc5)c5nccs5)CC[C@]4(C)[C@H]3CC[C@]12C (some centres not stated)
  63	59	66	48	68	64
> O=S(Cc1ccccc1)c1ccccc1Cn1cccc1 (configuration not stated)
  -20	-10	14	-19	-33	-40
> O=S(=O)(c1cc(Cl)ccc1Cl)N1CCc2ccccc2C1
  26	-10	5	-11	16	-26
> C=CCSc1nc2ccc(N3C(=O)C=CC3=O)cc2s1
  98*	98*	99*	96*	95*	98*
> COC(=O)C1C2CC3C(OC(=O)C31)C2OC(=O)[C@](OC)(c1ccccc1)C(F)(F)F (some centres not stated)
  11	29	16	-25	24	21
> CCCCCCCCCCCCCCSC(=N)N
  46	98*	99*	54	66	98*
> CC(C)(C)C(=O)Cn1nnnc1C(=O)C(C)(C)C
  -16	-19	-6	-37	-11	-35
> CC(=O)CC(=O)Nc1cccc(NC(=O)CC(C)=O)c1
  -11	-21	-6	4	-16	8
> O=Cc1ccc(OC(=O)c2ccccc2)cc1
  13	4	-1	-13	-6	-26
> O=C(O)c1cc2ccccc2c(-c2ccccc2)n1
  0	6	14	-32	-14	-4
> COc1ccc2ccccc2c1
  -12	-32	1	-24	-21	-30
> COc1ccc(C(OCC2OC(n3ccc(NC(=O)c4ccccc4)nc3=O)C(O)C2O)(c2ccccc2)c2ccccc2)cc1 (configuration not stated)
  56	84*	98*	85*	69	98*
> O=C(O)C1CCCCN1/N=C/c1cccc([N+](=O)[O-])c1 (configuration not stated)
  22	12	27	1	36	12
> O=C1C(N2CCCCC2)=C(c2ccccc2)c2ccccc21
  -4	-10	17	-29	5	8
> Cc1ccccc1C(=O)c1ccccc1C
  -7	-10	-2	-34	-16	-10
> CN(C)C(=S)N1C(=S)N(c2ccccc2)C(=Nc2ccccc2)C1=Nc1ccccc1
  -5	-8	-30	-18	49	-24
> CC(C)(O)C(C(=O)O)c1ccccc1 (configuration not stated)
  -3	4	-25	-18	-1	-1
> Cc1ccc(O)c(C=O)c1
  -8	-7	-26	12	-31	-42
> CC(O)C1(O)C(O)CC(OC2c3cc4c(c(O)c3[C@@H]3C[C@@]2(C)OC32C=c3cc[nH]c3=N2)C(=O)c2cccc(O)c2C4=O)OC1C (some centres not stated)
  60	68	52	50	64	41
> Cc1cc(C)c(C(=O)c2cccc(C)c2C(=O)O)c(C)c1
  8	18	10	14	4	-21

# Following part:
# Each structure is followed by: yeast sgs1 mgt1	yeast mlh1 rad18	bub3	yeast cln2 rad14	rad50	yeast mec2-1
> CCCOC1(C)Oc2cc3c(cc2C(c2cc(OC)c(OC)c(OC)c2)C1C)OCO3 (configuration not stated)
  -4	15	19	45	10	3
> CCC(C)C(=O)CN(C)c1ccccc1 (configuration not stated)
  -17	-1	-1	-29	2	-7
> Cc1c(C)c(C[P+](CCP(c2ccccc2)c2ccccc2)(c2ccccc2)c2ccccc2)c(C)c(C)c1C[P+](CCP(c1ccccc1)c1ccccc1)(c1ccccc1)c1ccccc1
  60	35	-6	-1	30	16
> Nc1ccc(S(=O)(=O)c2ccc(NCCc3ccccn3)cc2)cc1
  -3	-13	-5	-10	31	-19
> NC(=NCc1ccccc1)N/N=C\c1ccnc2ccccc12
  66	44	22	21	36	49
> CC(C)(C)OC(=O)C(C1NC2C(=O)OCC2(CO)S1)N1C(=O)c2ccccc2C1=O (configuration not stated)
  26	12	-2	-6	39	-2
